High-throughput results deposited in PubChem by Johns Hopkins Ion Channel Center.
ANO1 activ: activates or potentiates the mouse TMEM16A chloride channel | Q8BHY3 | HEK293 TMEM16A/YFP-H148Q/I152L, iodide quench fluorescence; stronger effect = lower value | B-score at 10 µM | actives 0.3% (n = 340,000) | AID 623877;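 active means fluorescence-ratio B-score plate-corrected deviation score at least 3 library SD below zero, with starting fluorescence score within 5 deviations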;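 further: channel opened by trigger with iodide after compound preincubation; score built on the fluorescence ratio of max minus min over baseline; more negative score means more quench and so TMEM16A activation or potentiation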
Target sequence (Q8BHY3 whole entry, looked up): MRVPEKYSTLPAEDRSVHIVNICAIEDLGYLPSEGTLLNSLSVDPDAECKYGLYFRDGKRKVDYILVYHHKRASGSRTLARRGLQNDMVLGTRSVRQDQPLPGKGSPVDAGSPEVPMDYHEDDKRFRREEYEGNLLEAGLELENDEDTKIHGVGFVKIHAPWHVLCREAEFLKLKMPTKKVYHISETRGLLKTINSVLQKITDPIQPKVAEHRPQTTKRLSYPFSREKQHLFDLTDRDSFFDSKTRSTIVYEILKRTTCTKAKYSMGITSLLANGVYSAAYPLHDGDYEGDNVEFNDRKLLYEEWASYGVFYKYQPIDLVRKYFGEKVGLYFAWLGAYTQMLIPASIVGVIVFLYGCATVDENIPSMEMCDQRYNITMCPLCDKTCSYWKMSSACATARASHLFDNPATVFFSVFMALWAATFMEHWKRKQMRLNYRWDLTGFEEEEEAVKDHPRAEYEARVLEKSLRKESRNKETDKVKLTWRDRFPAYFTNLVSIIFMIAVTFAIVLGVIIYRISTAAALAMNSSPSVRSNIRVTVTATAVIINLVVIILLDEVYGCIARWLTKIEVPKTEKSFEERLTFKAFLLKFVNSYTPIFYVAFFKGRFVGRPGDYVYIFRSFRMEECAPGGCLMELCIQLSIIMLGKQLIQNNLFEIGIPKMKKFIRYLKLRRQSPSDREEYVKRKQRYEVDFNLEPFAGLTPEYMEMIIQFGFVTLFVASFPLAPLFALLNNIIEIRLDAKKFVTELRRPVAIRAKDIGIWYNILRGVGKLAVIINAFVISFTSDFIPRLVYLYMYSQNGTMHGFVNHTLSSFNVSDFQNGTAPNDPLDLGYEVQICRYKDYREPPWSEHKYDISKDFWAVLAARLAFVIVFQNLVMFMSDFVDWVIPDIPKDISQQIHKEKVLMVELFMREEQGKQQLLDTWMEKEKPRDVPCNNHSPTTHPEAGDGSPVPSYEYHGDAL
Numbers without * were called inactive. The list is partial (hit frequency here may not be typical).

Results for O=C(NCc1ccccc1Cl)c1cccc2c1C(=O)c1ccc(-c3ccc(OC(F)(F)F)cc3)cc1S2(=O)=O ?
ANO1 activ: inactive

Results for CC(C)C(NC(=O)c1c(F)cccc1F)C(=O)N1CCN(S(=O)(=O)c2ccc(F)cc2)CC1 (centres undefined) ?
ANO1 activ: inactive

What do the screens show for `Cc1ccccc1NC(=O)COC(=O)c1ccc2nc(C)c(C)nc2c1`?
ANO1 activ: inactive

What do the screens show for `CC(C)(C)NC(=O)CSc1ccc(S(=O)(=O)N2CCOCC2)cn1`?
ANO1 activ: inactive

Results for CCCCN(C(=O)c1nn(C)c(=O)c2ccccc12)c1c(N)n(CC(C)C)c(=O)[nH]c1=O ?
ANO1 activ: inactive

Results for O=c1ccc2c(-c3ccccc3S(=O)(=O)O)c3ccc(O)c(O)c3oc-2c1O ?
ANO1 activ: inactive

How did C=CCN(Cc1cccc(OC)c1OC)C(=O)Oc1ccccc1 do in these assays?
ANO1 activ: inactive

Results for Cc1nn(-c2ccccc2)c(C)c1C(=O)N1CCN(S(=O)(=O)c2ccccc2)CC1 ?
ANO1 activ: inactive

Results for COc1ccc(S(=O)(=O)N2CCOCC2)cc1NC(=O)CSc1ccc(F)cc1 ?
ANO1 activ: inactive

What do the screens show for `Cc1csc(SC(C)C(=O)Nc2ccc(F)cc2Cl)n1` (centres undefined)?
ANO1 activ: inactive

What do the screens show for `CCN(c1ccccc1)S(=O)(=O)c1ccc(Cl)c(C(=O)NC2CCN(Cc3ccccc3)CC2)c1`?
ANO1 activ: inactive

What do the screens show for `COc1ccccc1CNC(=O)CCNC(=O)c1ccco1`?
ANO1 activ: inactive

What do the screens show for `O=[N+]([O-])c1ccccc1C=NNC(=S)NN=Cc1ccccc1[N+](=O)[O-]`?
ANO1 activ: inactive

How did COc1cc(N)c(Cl)cc1C(=O)OCC(=O)N1CCCCCC1 do in these assays?
ANO1 activ: inactive

Results for COc1ccc(CCNC(=O)COC(=O)Cc2cccc(F)c2)cc1 ?
ANO1 activ: inactive

Results for COc1cc(C2C(c3ccccc3)C(c3cc(OC)cc(=O)o3)C2c2ccccc2)oc(=O)c1 (centres undefined) ?
ANO1 activ: inactive

What do the screens show for `C[C@H](NC(=O)c1nc[nH]c1C(=O)N1CCc2ccccc2C1)c1ccccc1`?
ANO1 activ: inactive

What do the screens show for `Cc1nc(NC(=O)COC(=O)CCc2ccccc2)c(Cl)cc1Cl`?
ANO1 activ: inactive

What do the screens show for `O=C(NC(=S)Nc1ccccc1OC(F)F)c1ccc2c(c1)OCO2`?
ANO1 activ: inactive

How did Nc1c(N(CCC2=CCCCC2)C(=O)COc2ccc([N+](=O)[O-])cc2)c(=O)[nH]c(=O)n1Cc1ccccc1 do in these assays?
ANO1 activ: inactive

What do the screens show for `O=C(/C=C/c1ccc([N+](=O)[O-])cc1)OCC(=O)c1ccc[nH]1`?
ANO1 activ: inactive

How did COc1cc(NC(=O)CCCN2C(=O)NC(C)(C)C2=O)cc(OC)c1 do in these assays?
ANO1 activ: inactive

Results for O=C(O)CC1(CC(=O)O)Nc2ccccc2SC1=O ?
ANO1 activ: inactive

Results for COCCN(C(=O)CSc1cc(C)c2ccccc2n1)c1c(N)n(CC(C)C)c(=O)[nH]c1=O ?
ANO1 activ: inactive

How did COC(=O)c1cc(COC(=O)CNC(=O)c2cccc(C)c2)oc1C do in these assays?
ANO1 activ: inactive

What do the screens show for `CN(c1ccc(OCC(=O)OCC(=O)Nc2ccc([N+](=O)[O-])cc2)cc1)S(=O)(=O)c1cccs1`?
ANO1 activ: inactive

How did O=C1OC(CC(=O)N(Cc2nnc(-c3ccc(Cl)cc3)o2)C2CC2)c2ccccc21 (centres undefined) do in these assays?
ANO1 activ: inactive

How did Cc1csc(=O)n1CC(=O)Nc1ccc(S(C)(=O)=O)cc1 do in these assays?
ANO1 activ: inactive

What do the screens show for `O=C(C1CCCO1)N1CCN(S(=O)(=O)c2cc(C(F)(F)F)ccc2Cl)CC1` (centres undefined)?
ANO1 activ: inactive

How did O=C(NNC(=S)NC(=O)c1ccc(F)cc1)c1ccncc1 do in these assays?
ANO1 activ: inactive

How did O=S(=O)(Nc1cc(S(=O)(=O)N2CCOCC2)ccc1NCC1CCCO1)c1ccccc1F (centres undefined) do in these assays?
ANO1 activ: inactive

Results for CN(c1ccccc1)S(=O)(=O)c1ccc(Cl)c(C(=O)Nc2ccccc2N2CCOCC2)c1 ?
ANO1 activ: inactive

How did O=C(COC(=O)/C=C/c1cccc([N+](=O)[O-])c1)Nc1cccnc1Cl do in these assays?
ANO1 activ: inactive

Results for O=C(Nc1cccc(/C=C/c2ccccn2)c1)c1ccc(-n2cncn2)cc1 ?
ANO1 activ: inactive

What do the screens show for `Nc1c(N(Cc2ccco2)C(=O)c2ccc(Cl)cc2)c(=O)[nH]c(=O)n1Cc1ccccc1`?
ANO1 activ: inactive

What do the screens show for `COc1ccc(NC(=O)COc2ccccc2Cc2ccccc2)cc1S(=O)(=O)N1CCOCC1`?
ANO1 activ: inactive

How did N=C1N(c2ccccc2)C(=S)C(=Nc2ccccc2)N1c1ccccc1 do in these assays?
ANO1 activ: inactive

What do the screens show for `CC(=O)NC(CC(=O)OCC(=O)Nc1cc(S(=O)(=O)N2CCCCC2)ccc1C)c1ccccc1` (centres undefined)?
ANO1 activ: inactive

How did CC(=O)O[C@H](COc1c2ccoc2cc2oc(=O)ccc12)C(C)(C)O do in these assays?
ANO1 activ: inactive

What do the screens show for `CCOC(=O)C1(C(=O)OCC)NC(=O)CC1C(C)C` (centres undefined)?
ANO1 activ: inactive

Part of the list above in order of SMILES length, highest first.
What do the screens show for `CCN(c1ccccc1)S(=O)(=O)c1ccc(Cl)c(C(=O)NC2CCN(Cc3ccccc3)CC2)c1`?
ANO1 activ: inactive

Results for Cc1nn(-c2ccccc2)c(C)c1C(=O)N1CCN(S(=O)(=O)c2ccccc2)CC1 ?
ANO1 activ: inactive

What do the screens show for `Cc1csc(SC(C)C(=O)Nc2ccc(F)cc2Cl)n1` (centres undefined)?
ANO1 activ: inactive

Other records:
What do the screens show for `CCCn1c(N)c(C(=O)CSc2n[nH]c(-c3ccccc3F)n2)c(=O)n(C)c1=O`?
ANO1 activ: inactive

How did O=C(C1CC(=O)N(C2CCCC2)C1)N1CCN(c2cccc(C(F)(F)F)c2)CC1 (centres undefined) do in these assays?
ANO1 activ: inactive

Results for CC(C)NC(=O)N(C)C[C@H]1Oc2ccc(NS(=O)(=O)c3ccc(Cl)cc3)cc2CC(=O)N([C@@H](C)CO)C[C@@H]1C ?
ANO1 activ: inactive

Results for N#CCC(=O)Nc1ccc(C(=O)OCC(=O)Nc2ccc3ccccc3c2)cc1 ?
ANO1 activ: inactive

Results for CCC(C)Sc1cccc(-c2nc3cc(C)ccn3c2NC2CCCCC2)c1 (centres undefined) ?
ANO1 activ: inactive

Results for CC(=O)c1ccc(OC(C)C(=O)Nc2cccc(S(=O)(=O)NCc3ccco3)c2)cc1 (centres undefined) ?
ANO1 activ: inactive

How did CC(=O)c1cccc(NC(=O)COc2cc(C)on2)c1 do in these assays?
ANO1 activ: inactive

Results for Cc1cc(C2C(=O)NC(=O)C2=O)c(C)cc1Br (centres undefined) ?
ANO1 activ: inactive

What do the screens show for `NS(=O)(=O)c1ccc(N2CCOCC2)c(C(=O)NCc2ccc3c(c2)OCO3)c1`?
ANO1 activ: inactive

Results for COc1ccc(S(=O)(=O)N2CCCCC2)cc1NC(=O)Cc1ccsc1 ?
ANO1 activ: inactive

How did C#CCOCCOCCOCCNc1nc(N2CCN(C(=O)[C@H](C)n3cc(CCC(=O)O)nn3)CC2)nc(N2CCN(C(=O)[C@H](CCCCN)n3cc(CCCC)nn3)CC2)n1 do in these assays?
ANO1 activ: inactive

How did O=C(Nc1nc(-c2ccccn2)cs1)c1cc(S(=O)(=O)N2CCOCC2)ccc1F do in these assays?
ANO1 activ: inactive

How did COc1ccc(C(C)=O)cc1COC(=O)[C@H](Cc1ccccc1)NC(=O)c1ccco1 do in these assays?
ANO1 activ: inactive

What do the screens show for `C(C#CCN1CCOCC1)#CCN1CCOCC1`?
ANO1 activ: inactive

Results for CC1CCC(NC(=O)CN2CCN(S(=O)(=O)c3cccs3)CC2)CC1 (centres undefined) ?
ANO1 activ: inactive

Results for O=S(=O)(Nc1cc(Cl)ccc1-n1cncn1)c1ccccc1Cl ?
ANO1 activ: inactive

What do the screens show for `CCCCn1c(N)c(N(CCC(C)C)C(=O)c2ccc(C)o2)c(=O)[nH]c1=O`?
ANO1 activ: inactive

How did CCc1cc2c(SCC(=O)NC3CC3)ncnc2s1 do in these assays?
ANO1 activ: inactive

What do the screens show for `CC1CCCCC12NC(=O)N(CC(=O)OCc1cccc(F)c1)C2=O` (centres undefined)?
ANO1 activ: -20*

Results for COc1cccc(C(=O)OCC(=O)c2ccc(S(=O)(=O)N3CCCCC3)cc2)c1OC ?
ANO1 activ: inactive

How did O=C(CN(c1ccccc1)S(=O)(=O)c1ccc(F)cc1)NCc1cccs1 do in these assays?
ANO1 activ: inactive

Results for O=C1C=C(c2ccc3c(c2)OCO3)C[C@@H](c2ccc3c(c2)OCO3)C1 ?
ANO1 activ: inactive

How did O=c1[nH]c2cc(Cl)c(Br)cc2o1 do in these assays?
ANO1 activ: inactive

Results for O=C(NCc1cc(C(F)(F)F)ccc1Cl)c1cccc2c1C(=O)c1ccc(N3CCOCC3)cc1S2(=O)=O ?
ANO1 activ: inactive

How did Cc1nc(SCC(=O)NC2CCCCC2C)c(C#N)c(C)c1C (centres undefined) do in these assays?
ANO1 activ: inactive

Results for COc1ccc(NC(=O)COC(=O)c2cccc(S(=O)(=O)N(C)C)c2)cc1 ?
ANO1 activ: inactive

How did CC(C)CNC(=O)/C=C/C=C/c1ccc2c(c1)OCO2 do in these assays?
ANO1 activ: inactive

What do the screens show for `Cc1ccc(NC(=O)CN2C(=O)C(=O)N(C3CCCC3)C2=O)cc1Cl`?
ANO1 activ: inactive

How did CC(=O)c1cccc(NC(=O)C2=CN3CCS(=O)(=O)N=C3C=C2)c1 do in these assays?
ANO1 activ: inactive

Results for CCOc1cc(/C=N/NC(=O)c2ccccc2OCc2ccc(F)cc2)ccc1O ?
ANO1 activ: inactive

What do the screens show for `COc1cc(C(=O)OCCNC(=O)c2cccnc2)cc(OC)c1OC`?
ANO1 activ: inactive

What do the screens show for `O=C(NCc1ccccn1)c1cc(S(=O)(=O)N2CCCCC2)ccc1Cl`?
ANO1 activ: inactive

What do the screens show for `Cc1ccc(N=Cc2ccccc2O)cc1Cl`?
ANO1 activ: inactive

What do the screens show for `Cc1ccc(NC(=O)CSc2ccccc2)cc1S(=O)(=O)N1CCCCC1`?
ANO1 activ: inactive

Results for O=C(COC(=O)/C=C/c1ccc(S(=O)(=O)N2CCOCC2)cc1)Nc1ccccc1F ?
ANO1 activ: inactive

What do the screens show for `O=C(COC(=O)COc1ccccc1F)Nc1cccc(S(=O)(=O)N2CCCCC2)c1`?
ANO1 activ: inactive

Results for O=C(CSc1nc2ccccc2c(=O)n1-c1ccc(OC(F)F)cc1)NC1CC1 ?
ANO1 activ: inactive

How did O=C(c1cccc(S(=O)(=O)N2CCc3ccccc32)c1)N1CCc2ccccc2C1 do in these assays?
ANO1 activ: inactive

What do the screens show for `CC(C)(OC(=O)c1ccc(F)cc1)c1cc2ccccc2c(=O)o1`?
ANO1 activ: inactive

How did Cc1ccccc1Nc1nc(N)nc(C)c1Br do in these assays?
ANO1 activ: inactive

Quoted at random: six records from the list.
Results for O=S(=O)(Nc1cc(Cl)ccc1-n1cncn1)c1ccccc1Cl ?
ANO1 activ: inactive

How did COc1cc(NC(=O)CCCN2C(=O)NC(C)(C)C2=O)cc(OC)c1 do in these assays?
ANO1 activ: inactive

What do the screens show for `Cc1ccc(NC(=O)CSc2ccccc2)cc1S(=O)(=O)N1CCCCC1`?
ANO1 activ: inactive

Results for COc1ccc(S(=O)(=O)N2CCOCC2)cc1NC(=O)CSc1ccc(F)cc1 ?
ANO1 activ: inactive

What do the screens show for `C[C@H](NC(=O)c1nc[nH]c1C(=O)N1CCc2ccccc2C1)c1ccccc1`?
ANO1 activ: inactive

How did O=C(NNC(=S)NC(=O)c1ccc(F)cc1)c1ccncc1 do in these assays?
ANO1 activ: inactive

(continued)
Results for CCN(CC)C(=O)c1nc[nH]c1C(=O)N1CCc2ccccc2C1 ?
ANO1 activ: inactive

What do the screens show for `COCCn1c(N)c(N(Cc2ccccc2)C(=O)COc2ccccc2F)c(=O)[nH]c1=O`?
ANO1 activ: inactive

How did O=C(Cc1ccc(Cl)cc1)OCC(=O)N1CCCCCC1 do in these assays?
ANO1 activ: inactive

Results for O=C(COC(=O)c1n[nH]c2ccccc12)NC1CCCCC1 ?
ANO1 activ: inactive

How did O=C(NCC1CCCCC1)c1cc(S(=O)(=O)N2CCOCC2)ccc1F do in these assays?
ANO1 activ: inactive

How did O=C(COC(=O)Cn1cnc2ccccc2c1=O)Nc1ccccc1OC(F)F do in these assays?
ANO1 activ: inactive

Results for CC(Oc1ccccc1Cl)C(=O)Nc1ccc(S(=O)(=O)N2CCOCC2)cc1 (centres undefined) ?
ANO1 activ: inactive

How did Cc1noc(C)c1NC(=O)N(C)C[C@H]1Oc2c(NC(=O)Nc3ccc4c(c3)OCO4)cccc2C(=O)N([C@H](C)CO)C[C@@H]1C do in these assays?
ANO1 activ: inactive

Results for Nc1nc(SCc2ccccc2)c2ncn(Cc3ccccc3)c2n1 ?
ANO1 activ: inactive

Results for CCCCn1c(N)c(N(CCOC)C(=O)COC(=O)CNC(=O)c2ccc(Cl)c(Cl)c2)c(=O)[nH]c1=O ?
ANO1 activ: inactive

How did Cc1ccc(NC(=O)c2ccccc2OCC(=O)Nc2ccccc2F)cc1S(=O)(=O)N(C)C do in these assays?
ANO1 activ: inactive

Results for Cc1ccc(S(=O)(=O)N2CCCC2)cc1C(=O)Nc1ccc(-n2cnnn2)cc1 ?
ANO1 activ: inactive

What do the screens show for `CCOC(=O)c1sc(NC(=O)CN2C(=O)NC3(CCC(C)CC3)C2=O)c(C(=O)OCC)c1C` (centres undefined)?
ANO1 activ: inactive

What do the screens show for `COc1ccc(S(=O)(=O)N2CCCCCC2)cc1C(=O)NCc1ccco1`?
ANO1 activ: inactive

Results for CCOC(=O)N1CC(C)N(CC(O)CN2CCOCC2)CC1C (centres undefined) ?
ANO1 activ: inactive
